# Screening results deposited in PubChem BioAssay by Sanford-Burnham Center for Chemical Genomics.
# CXCR6 inh = inhibitors of human CXCR6 receptor. O00574. actives 0.36% (n = 360,000). CHO-K1 PathHunter CXCR6 beta-arrestin, luminescence. inhibition, % at 20 µM; in the data active = inhibition above about 34%, passing the limit was not always enough;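 also: antagonist mode with CXCL16 agonist at 10 nM final; 0% = 10 nM CXCL16 with DMSO and 100% = unstimulated wells without agonist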
# Target sequence (O00574 whole entry, looked up): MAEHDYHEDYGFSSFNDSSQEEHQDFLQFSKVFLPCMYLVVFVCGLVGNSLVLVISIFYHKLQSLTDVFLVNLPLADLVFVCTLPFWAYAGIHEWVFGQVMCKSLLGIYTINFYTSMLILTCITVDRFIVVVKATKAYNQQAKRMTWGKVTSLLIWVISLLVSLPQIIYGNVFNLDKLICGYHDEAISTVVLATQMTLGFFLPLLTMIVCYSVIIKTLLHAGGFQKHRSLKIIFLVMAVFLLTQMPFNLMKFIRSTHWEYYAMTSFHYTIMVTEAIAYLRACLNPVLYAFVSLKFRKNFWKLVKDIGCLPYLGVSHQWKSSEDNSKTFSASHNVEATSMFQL
# CHOP UPR activ = apoptotic UPR (CHOP) activation; CHO-CHOP luciferase reporter, luminescence; percent of tunicamycin response over DMSO baseline; actives 0.34% (n = 330,000); activation, % at 10 µM; AID 449763;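 active = at 10 µM dose, activation of 40% or more, normalized to positive control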;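 also: 100% = tunicamycin at 10 µg/mL and 0% = DMSO alone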
#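 Material: CHO-CHOP cells, stable luciferase reporter of PERK-eIF2a-CHOP signalling; quantity: 500 reporter cells seeded per well; buffer or medium: F12 medium containing 10% fetal bovine serum; compound: one dose, 10 µM in 0.5% DMSO; incubation: 6 h compound treatment, 37 °C; measured by: Steady-Glo luciferase luminescence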
# CCR6 antag = antagonists of human CCR6 receptor; actives 0.49% (n = 340,000); AID 493098; inhibition, % at 20 µM; CHO-K1 CCR6 PathHunter beta-arrestin, luminescence, CCL20-stimulated; P51684;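 active = compounds whose inhibition of the agonist-driven luminescence signal at 20 µM reaches about 50%, limit read from the data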;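 also: cells stimulated with CCL20 at 14 nM final; plate controls were DMSO with CCL20 for no effect and DMSO without agonist for full effect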
# Target sequence (P51684 whole entry, looked up): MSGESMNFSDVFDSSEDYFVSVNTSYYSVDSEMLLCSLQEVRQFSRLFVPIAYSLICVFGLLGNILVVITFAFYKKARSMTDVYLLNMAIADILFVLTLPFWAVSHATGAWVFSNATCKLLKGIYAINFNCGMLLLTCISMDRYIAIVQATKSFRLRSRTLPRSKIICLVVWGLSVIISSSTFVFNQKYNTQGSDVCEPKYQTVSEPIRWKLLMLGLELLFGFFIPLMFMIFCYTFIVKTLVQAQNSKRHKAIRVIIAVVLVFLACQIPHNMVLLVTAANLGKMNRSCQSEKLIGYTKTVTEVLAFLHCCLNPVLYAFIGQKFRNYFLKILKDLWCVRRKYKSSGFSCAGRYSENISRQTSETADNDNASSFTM
# UPR XBP1 act = adaptive UPR (XBP1) activation; CHO-XBP1 luciferase reporter, IRE1-XBP1 UPR activation, luminescence; percent of tunicamycin response, DMSO as zero; activation, % at 20 µM; actives 0.33% (n = 330,000);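 active = versus positive control, 20 µM dose yields 30% or more activation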;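 also: 100% = tunicamycin at 10 µg/mL and 0% = DMSO only wells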
#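 incubation = overnight seeding at 37 °C, 6 h compound treatment at 37 °C | assay system = CHO-XBP1 cells stably carrying IRE1-XBP1-driven luciferase reporter | input = 1000 cells per well | detection = luciferase luminescence | dosing = single point, 20 µM final compound, 1% DMSO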
# EBI2 block = blocks human EBI2 receptor beta-arrestin signaling; P32249; EBI2 beta-arrestin recruitment, luminescence, 7a,25-OHC stimulated; inhibition, % at 5 µM; actives 0.81% (n = 360,000); AID 651636; in the data active = inhibition above about 38%;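 also: enzyme fragment complementation signal reports receptor beta-arrestin coupling in cells; 0% = agonist plus DMSO wells and 100% = wells without agonist; some results beyond the cut were filed as inactive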
# Target sequence (P32249 whole entry, looked up, the tested form may be a part): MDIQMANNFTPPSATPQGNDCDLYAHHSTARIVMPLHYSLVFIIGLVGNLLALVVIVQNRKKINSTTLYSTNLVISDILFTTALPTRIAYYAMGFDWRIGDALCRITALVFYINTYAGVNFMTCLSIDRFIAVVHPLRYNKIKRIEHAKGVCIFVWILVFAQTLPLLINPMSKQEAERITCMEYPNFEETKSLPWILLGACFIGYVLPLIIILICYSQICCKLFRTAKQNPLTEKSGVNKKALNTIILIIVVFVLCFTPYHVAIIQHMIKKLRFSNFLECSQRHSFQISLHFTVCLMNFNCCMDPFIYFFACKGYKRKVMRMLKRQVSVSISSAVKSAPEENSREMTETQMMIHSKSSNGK
# Mdm2-MdmX inh = human Mdm2/MdmX binding inhibition; O15151+Q00987; SaOS-2 split-luciferase Mdm2/MdmX complementation, luminescence; inhibition, % at 8 µM; actives 3% (n = 330,000);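 active = inhibition of at least 50% at 8 µM in the primary screen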
# 697 NFkB inh = lowers PMA/ionomycin-induced NF-kB signal in 697 B cells | 697 B-cell NF-kB luciferase reporter, 16 h | inhibition, % at 4 µM | actives 0.33% (n = 330,000); in the data active = inhibition above about 35%
# Jurkat NFkB inh = lowers PMA/ionomycin-induced NF-kB signal in Jurkat cells. PMA/ionomycin-induced NF-kB luciferase reporter, luminescence. inhibition, % at 4 µM. actives 0.53% (n = 330,000). AID 435003; in the data active = inhibition above about 50%
# Gli-Sufu antag = Gli-Sufu pathway antagonism; actives 0.74% (n = 340,000); inhibition, % at 5 µM; Sufu-KO-LIGHT fibroblasts, Gli luciferase reporter luminescence;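 active = inhibition above about 55%, limit read from the data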;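 also: 0% = DMSO-treated cells and 100% = wells with medium but no cells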
# An asterisk follows results filed as active; . = no result given; & = joins results of further samples.
# Values in the order: CXCR6 inh, CHOP UPR activ, CCR6 antag, UPR XBP1 act, EBI2 block, Mdm2-MdmX inh, 697 NFkB inh, Jurkat NFkB inh, Gli-Sufu antag
O=C(Cc1ccccc1)NNS(=O)(=O)c1ccccc1[N+](=O)[O-]
  0, 0.7, -2, -4, -5, 17, 10, 3, 21
C=CCN1c2ccccc2[C@]23C[C@@H](C(=O)OC)N(C(=O)C4CCC4)C2=NC(C(=O)OC)=C(C(=O)OC)[C@H]13
  8, 3.4, 7, -4, 17, 22, 20, 3, 8
CSc1nnc2ccc(-c3ccc(C)cc3)nn12
  -6, 2.7, -2, 13, -13, 35, 9, 14, -3
C=CCn1c(SCC(=O)N2CCc3ccccc3C2)nc2sc(C)c(C)c2c1=O
  12, -0.1, 17, -3, -4, 8, 9, 6, -11
Cc1cccc2c(=O)n3c(nc12)CCCCC3
  -1, -0.5, 3, -1, 1, 8, 1, 2, -2
CCC(=O)Nc1c(-c2ccc(C)cc2)c(=O)c2ccccc2n1C
  -3, -0.7, 8, -3, 2, 3, -1, -31, 12
O=C(NCc1ccco1)C(=O)NCC1OCCN1S(=O)(=O)c1ccccc1 (stereo unspecified)
  1, -2.7, 8, -2, -3, 3, -4, -7, 2
COc1cc(CCCN2C(=O)C(=O)NC[C@@H]2c2ccccc2)cc(OC)c1OC
  5, 0.0, 4, 0, -7, 15, 19, 1, -4
COc1ccccc1NC(=O)COC(=O)Cn1cnc2c1c(=O)n(C)c(=O)n2C
  -4, 0.6, -7, -2, -3, 24, -1, 60*, -6
O=C(COC(=O)c1ccc(Br)cc1)NCc1ccccc1
  -6, 0.8, -3, 1, -4, 2, -23, -3, 1
COc1ccc(NC(=O)/C(C#N)=C\c2cc(OC)c(OCc3ccc(C(=O)O)cc3)cc2Br)cc1
  -9, -1.8, -8, -3, 6, -7, 3, 9, -6
C=CCC1C=C(Cc2ccccc2)CC(CC=C)N1 (stereo unspecified)
  6, 0.9, 10, -2, 4, -1, -4, -10, 19
CCOC(=O)C1CCN(C(=O)Cn2cc(C(=O)c3ccco3)c3ccccc32)CC1
  -9, -1.0, 5, -4, -11, 19, 4, 8, -1
Oc1ccc2ccccc2c1/C=C/c1ccc2c(Br)cc(Br)c(O)c2n1
  10, ., 26, ., -1, ., ., ., -4
CCC1CCc2sc(C(=O)N3CCCN(C)CC3)cc2C1 (stereo unspecified)
  -2, 2.4, 10, -6, 5, 5, -106, -33, 50
CC(=O)c1sc(-c2ccccc2Cl)nc1C
  6, 0.8, 10, 2, 4, -22, 8, 2, 0
CCCc1cc2c(cc1N(C)S(=O)(=O)c1ccccc1)OCO2
  12, ., 14, ., 11, ., ., ., 13
CC1CC(C)CN(S(=O)(=O)c2ccc3c(c2)oc(=O)n3CC(=O)NCc2cccnc2)C1 (stereo unspecified)
  -2, -1.0, 2, -1, -9, -19, -25, 2, 4
COc1ccc(C(CC(=O)N2CCCC2)C(C)C)cc1 (stereo unspecified)
  -1, 0.4, 4, -5, -15, -2, 17, 17, 6
CCOc1ccccc1Nc1nnc(C)c(=O)[nH]1
  2, -0.8, -7, 0, 11, -10, -2, -9, 9
CC1(c2nnc(-c3ccccc3)o2)CC(c2c(Cl)cccc2Cl)=NO1 (stereo unspecified)
  0, 2.8, 4, 0, -1, 15, 17, 6, 18
CCN(CC(=O)Nc1c(F)cccc1F)C(=O)C1CCN(c2ncnc3sc(C)c(C)c23)CC1
  -4, -3.6, 8, -6, -1, 31, 8, 21, 13
COc1ccccc1-c1nnc2sc(-c3cnccn3)nn12
  2, -2.5, 4, -3, -6, 6, -20, -15, 2
O=C(Cc1cccs1)N1CCN(S(=O)(=O)c2ccc(Cl)c(C(F)(F)F)c2)CC1
  -11, -2.9, 19, -1, -3, -24, 25, 1, -10
Cc1ccc(-c2nnc(-c3ccccc3)o2)cc1
  -11, 0.6, 10, -4, 5, -197, -200, -90, -91
Cc1cc(C)c(NC(=O)CCCN2CCOCC2)c(C)c1
  -3, -0.7, -10, -1, -6, 1, 15, 9, 1
Cc1cnc(C(=O)OCC(=O)N2c3ccccc3CC2C)cn1 (stereo unspecified)
  3, -1.4, -1, -1, -6, -31, 22, 4, 6
O=[N+]([O-])c1ccc(-[n+]2nc(-c3ccccc3)nn2-c2ccccc2)cc1
  -9, -2.4, -10, -6, -13, 25, 13, 16, 38
O=C(Nc1ccc2c(c1)C(N1CCOCC1)c1ccccc1-2)C(F)(F)F (stereo unspecified)
  3, ., 16, ., 7, ., ., ., 0
C/C(=N/NS(=O)(=O)c1ccc(Br)cc1)c1ccc(C)o1
  -5, 0.2, 5, 1, -6, 0, -27, 2, -10
Cc1ccc(NC(=O)CN(C)S(=O)(=O)c2cccs2)cc1F
  -10, 6.4, -2, -1, -12, -23, -50, -32, -17
Cc1ccc(NC(=O)COC(=O)c2cccc(C)c2[N+](=O)[O-])cc1S(=O)(=O)N1CCCCC1
  -1, -0.9, 27, -4, 10, -5, 5, 13, 3
Cc1cc(-c2ccccc2)nc(SC(C(=O)O)c2ccccc2)n1 (stereo unspecified)
  1, 1.2, -12, -3, -7, 18, 11, -10, 5
COc1ccccc1CC(NC(C)=O)C(=O)NC1CCN(S(=O)(=O)c2ccccc2)CC1 (stereo unspecified)
  -4, 0.6, 3, 1, 4, -5, -6, -5, 15
COc1ccc(CNc2nc3ccccc3n2C)c(O)c1
  0, 5.7, 7, -2, 5, -104, -133, -148, -75
CC(NCCC(c1ccccc1)c1ccccc1)c1ccccc1 (stereo unspecified)
  3, 0.1, 14, -4, 3, 58*, -8, 1, 6
CCN(CC(=O)Nc1ccccc1OC)C(=O)c1cccc(-n2cccc2)c1
  -13, 0.8, 9, 0, -7, -39, -56, -3, -6
CCN1CCN(CCOc2ccc(Cl)cc2)CC1
  -3, 1.0, -12, -2, -7, -10, 12, -7, 6
CCOC(=O)COc1ccc(Oc2nc(C)cc(OC)n2)nn1
  4, 1.2, 0, 0, -6, -2, 16, -4, -2
CN1CCC(N(C)C(=O)c2ccc(Cl)c(S(=O)(=O)Nc3ccc(Cl)cc3)c2)CC1
  -3, ., 8, ., -2, ., ., ., 8
O=C(O)c1cccc(N2C(=O)c3cccc(Oc4ccc(Cl)cc4)c3C2=O)c1
  0, -0.1, 3, 1, -6, 26, -11, -11, -4
COc1ccc(-c2c(-c3ccc(OCC(=O)NN)cc3O)n[nH]c2C)cc1
  -3, 4.3, -2, 0, 11, 1, 14, -18, -7
Clc1cccc(Cl)c1NC1=NCCC1
  2, 1.3, 9, -2, 0, -4, -10, -3, 4
NS(=O)(=O)c1ccc(-c2ccc(/C=C3\C(=O)Nc4ccccc43)o2)cc1
  ., 1.8, ., 3, ., 18, 1, 2, .
CCOC(=O)C1=C(C)N(c2ccccc2)C(=O)/C1=C\c1ccc(O)c(OC)c1
  17, 2.9, 44, 6, -7, 10, 25, 6, -3
CCN(CC)Cc1cc(Nc2ccnc3cc(Cl)ccc23)ccc1O
  -14&-23, -1.1&-1.4, 5&2, -7&-9, -2&3, 44&48, 6&14, -2&-11, 5&9
CCc1noc(C)c1C(=O)Nc1nc(-c2ccccc2)cs1
  -4, 4.1, -4, 1, -3, -11, -60, -43, 22
CC1=C/C(=N\OC(=O)/C=C/c2ccccc2)C(C)=CC1=O
  -4, 107*, -2, -5, -5, 32, -13, -7, 11
COc1cc(N=Nc2cccc(S(N)(=O)=O)c2)c2ccccc2c1N
  31, ., 67*, ., 13, ., ., ., 6
Cn1c(CNC2CCCCC2)nc2ccccc21
  10, 1.3, -22, 4, -4, 15, 3, -16, 1
COc1ccc(C)cc1NC(=O)Nc1ccc2c(c1)CCC2
  -1, 4.0, 16, 2, 13, 21, -19, -8, -31
NNC(=O)c1ccc2ccccc2n1
  0, ., 10, ., -6, ., ., ., -6
S=C(NCc1ccccc1)Nc1nccs1
  8, 0.0, 15, 0, -8, 7, -4, -1, 16
COCc1c(C(=O)NCC2COc3ccccc3O2)oc2ccccc12 (stereo unspecified)
  -5, 2.5, 5, -2, 9, 14, -4, -12, 2
Cc1ccccc1CS(=O)(=O)Cc1ccc(C(=O)NCc2ccco2)o1
  -8, 5.3, -1, -2, 4, 13, -5, -6, 51
CC12CCC(=O)N1C(C(=O)Nc1nc(-c3cc(F)ccc3F)cs1)CS2 (stereo unspecified)
  1, 2.4, 4, 2, 14, 12, 11, 9, -8
O=C1C=C(c2ccc(Oc3ccccc3)cc2)C[C@@H](c2ccc(Cl)cc2)C1
  1, -0.4, 14, -2, 14, -9, 9, 15, -2
CN1C(=O)c2cccc3c(S(=O)(=O)Nc4ccccn4)ccc1c23
  3, 0.4, 8, -1, 17, 56*, 27, -12, -5
COc1ccc(N2CS(=O)CC2=O)cc1 (stereo unspecified)
  -2, 0.0, 3, -3, 4, -3, 1, -10, -4
COc1ccc(S(=O)(=O)c2nnn(-c3cccc(Cl)c3)c2N)cc1
  -7, -1.2, 9, -2, -2, 12, -4, 20, 2

# Next section.
# Values in the order: CXCR6 inh, CHOP UPR activ, CCR6 antag, UPR XBP1 act, EBI2 block, Mdm2-MdmX inh, 697 NFkB inh, Jurkat NFkB inh, Gli-Sufu antag
O=C(NCC1CCCO1)c1cnc(Cl)c(Cl)c1 (stereo unspecified)
  -4, 1.7, 9, -1, -6, 1, 0, -6, 7
O=C(CN1CCCC1=O)NC1(C(F)(F)F)NC(=O)N(Cc2ccccc2)C1=O (stereo unspecified)
  1, -0.5, 4, -4, -13, -13, -16, 7, 1
COc1ccccc1N(CC(=O)NC1CCCCC1)C(=O)c1csnn1
  -1, 0.0, 4, -1, -3, 11, 9, 12, 4
C/C(=N\NC(=O)CSCc1ccccc1Cl)c1cc(O)ccc1O
  -11, 5.9, -12, -4, 8, 43, -34, 37, 49
N#Cc1ccccc1OCc1nnc(-c2ccccc2Br)o1
  -4, 5.8, 9, 4, 2, -128, -140, -138, -38
CCCCCCNc1cc2n(c(=O)n1)CCc1cc(OC)c(OC)cc1-2
  -7, -1.4, -14, 5, -4, 22, 17, 7, 4
Clc1ccc(-c2cc(CSc3ccccc3)on2)cc1
  0, 3.7, -2, 0, 15, -122, -150, -112, -92
O=C(Cn1c(=O)oc2cc(S(=O)(=O)N3CCCCCC3)ccc21)NC1CCCCC1
  -5, -0.8, 17, 0, -4, 2, 4, 3, -1
COc1ccc(C(c2nnnn2C(C)(C)C)N2CCN(c3nc4ccccc4s3)CC2)cc1 (stereo unspecified)
  0, ., -5, ., -5, ., ., ., -5
Cc1cc(NC(=O)CN2C(=O)NC(C)(c3ccc(OC(F)F)cc3)C2=O)no1 (stereo unspecified)
  -9, -1.1, 12, -2, -12, -17, 1, -1, 2

# One compound at a time (already shown). Values in the order: CXCR6 inh, CHOP UPR activ, CCR6 antag, UPR XBP1 act, EBI2 block, Mdm2-MdmX inh, 697 NFkB inh, Jurkat NFkB inh, Gli-Sufu antag
# Listed for COc1ccc(C(c2nnnn2C(C)(C)C)N2CCN(c3nc4ccccc4s3)CC2)cc1 (stereo unspecified) = 0, ., -5, ., -5, ., ., ., -5
# Listed for N#Cc1ccccc1OCc1nnc(-c2ccccc2Br)o1 = -4, 5.8, 9, 4, 2, -128, -140, -138, -38
# Listed for C/C(=N\NC(=O)CSCc1ccccc1Cl)c1cc(O)ccc1O = -11, 5.9, -12, -4, 8, 43, -34, 37, 49
# Listed for Clc1ccc(-c2cc(CSc3ccccc3)on2)cc1 = 0, 3.7, -2, 0, 15, -122, -150, -112, -92
# Listed for Cc1cc(NC(=O)CN2C(=O)NC(C)(c3ccc(OC(F)F)cc3)C2=O)no1 (stereo unspecified) = -9, -1.1, 12, -2, -12, -17, 1, -1, 2
